# ERG Ets-DNA blk: inhibitors of human ERG Ets domain-DNA interaction; AID 624246; P11308; fluorescence polarization, His-ERG Ets domain / labelled DNA; hit rate 0.028% among 370,000; Potency, µM (highest dose often 76.9 µM), for inactives: at the highest dose FP activity, negative = inhibition, actives largely listed as inhibitors; active = well fitted inhibition curve with a large enough effect in the polarisation, with a control signal flat; inconclusive = small, poorly fitted or top-dose-only effect, or effect the other way, or a change in a side signal; inactive = no such curve, though single readings can be large or run the other way; the % refers to the polarisation;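 also: polarization taken with two DNA probes labelled with fluorescein and Texas red; potency is read from the fitted curve at half-maximal effect; % of control where 0% means no effect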
#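 His-tagged ERG Ets domain (1 uM in the protein solution; 300mM KCl, 50mM Tris-HCl, 1mM EDTA, 1mM DTT, pH 7.5) received compound, then a probe mix of 5 nM fluorescein-DNA and 100nM Texas-615-DNA. Fluorescence polarization was read for both dyes.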
# BAZ2B inh: inhibitors of human BAZ2B bromodomain; Potency, µM (doses to about 114 µM), for inactives: top-dose activity change, negative = inhibition, most hits filed as inhibitors; AlphaScreen BAZ2B-H3K14Ac peptide displacement; AID 504333; Q9UIF8; hit rate 4.4% among 360,000; also: potency is read from the fitted curve at half-maximal effect; % is scaled to controls: 0 for no effect and ±100 for the full control effect; nearly all actives have a fitted effect of over 60% in size
#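 AlphaScreen luminescence quantifies BAZ2B engagement of H3K14Ac peptide; the protein and biotinylated peptide are both at 50 nM final, buffer PBS pH 7.4 with 0.01% Tween-20, all steps at room temperature.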
# G9a inh: G9a (human) methyltransferase inhibition; hit rate 8.8% among 350,000; G9a H3K9 monomethylation, AlphaScreen, 2 h; Q96KQ7; Potency, µM (doses to about 102 µM), for the others: at the top dose activity, negative = inhibition, hits mostly inhibitors; AID 504332; also: potency is read from the fitted curve at half-maximal effect; % is scaled to controls: 0 for no effect and ±100 for the full control effect; nearly all actives have a fitted effect of over 75% in size
#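 Compounds were preincubated with 20 nM G9a for 15 min, after which biotinylated H3K9 peptide (500 nM) and SAM (20 uM) started a 2 h room-temperature reaction. Monomethylated product was quantified by antibody-based AlphaScreen chemiluminescence.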
# Pin1 inh: blocks the human prolyl isomerase Pin1 | hit rate 0.009% among 390,000 | Pin1 FP peptide displacement, HiFluor488, 10 min | Q13526 | AID 504891 | Potency, µM (highest dose often 115 µM), without a hit: top-dose activity, negative = inhibition, actives largely listed as inhibitors; active = well fitted inhibition curve with a large enough effect in the polarisation, with a control signal flat, not every such curve was filed as active; inconclusive = small, poorly fitted or top-dose-only effect, or effect the other way, or a change in a side signal; inactive = no such curve, though single readings can be large or run the other way; the % refers to the polarisation; also: potency is read from the fitted curve at half-maximal effect; % is scaled to controls: 0 for no effect and ±100 for the full control effect
# Target sequence (Q13526 whole entry, looked up): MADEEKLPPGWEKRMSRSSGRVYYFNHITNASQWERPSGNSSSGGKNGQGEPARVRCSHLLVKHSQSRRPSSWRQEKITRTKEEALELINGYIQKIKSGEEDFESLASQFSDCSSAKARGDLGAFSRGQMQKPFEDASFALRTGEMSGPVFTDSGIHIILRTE
# HP1b binding inh: inhibitors of HP1-beta chromodomain binding to methylated histone tails | AID 540317 | hit rate 0.56% among 390,000 | AlphaScreen HP1-beta / biotin-H3K9me3 peptide binding | Potency, µM (highest dose often 114 µM), for inactives: at the highest dose activity change, negative = inhibition, hits mostly inhibitors | P83916; also: potency is read from the fitted curve at half-maximal effect; nearly all actives have a fitted effect of over 70% in size; inactives centre near 23
# Target sequence (P83916 whole entry, looked up): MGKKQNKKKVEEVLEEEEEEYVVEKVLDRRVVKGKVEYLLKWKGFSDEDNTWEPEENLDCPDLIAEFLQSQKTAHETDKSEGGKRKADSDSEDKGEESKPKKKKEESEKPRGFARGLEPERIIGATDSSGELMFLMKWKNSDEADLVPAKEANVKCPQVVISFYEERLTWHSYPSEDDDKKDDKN
#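 HP1-beta protein (50 nM final) preincubated 30 min at room temperature with biotinylated H3(1-18)K9me3 peptide (50 nM) in PBS pH 7.4, 0.01% Tween-20, then compound added for 30 min. AlphaScreen streptavidin donor/nickel chelate acceptor beads (10 ug/mL final), 30 min dark, luminescence read.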
# GLS inhibitor: inhibitors of human glutaminase (GLS) | O94925 | GLS enzymatic activity, qHTS titration | Potency, µM (highest dose often 45.5 µM), for the others: at the highest dose activity change, negative = inhibition, usual class: inhibitors | hit rate 0.21% among 410,000 | AID 624170; also: potency is read from the fitted curve at half-maximal effect; % is scaled to controls: 0 for no effect and ±100 for the full control effect
# Target sequence (O94925 whole entry, looked up): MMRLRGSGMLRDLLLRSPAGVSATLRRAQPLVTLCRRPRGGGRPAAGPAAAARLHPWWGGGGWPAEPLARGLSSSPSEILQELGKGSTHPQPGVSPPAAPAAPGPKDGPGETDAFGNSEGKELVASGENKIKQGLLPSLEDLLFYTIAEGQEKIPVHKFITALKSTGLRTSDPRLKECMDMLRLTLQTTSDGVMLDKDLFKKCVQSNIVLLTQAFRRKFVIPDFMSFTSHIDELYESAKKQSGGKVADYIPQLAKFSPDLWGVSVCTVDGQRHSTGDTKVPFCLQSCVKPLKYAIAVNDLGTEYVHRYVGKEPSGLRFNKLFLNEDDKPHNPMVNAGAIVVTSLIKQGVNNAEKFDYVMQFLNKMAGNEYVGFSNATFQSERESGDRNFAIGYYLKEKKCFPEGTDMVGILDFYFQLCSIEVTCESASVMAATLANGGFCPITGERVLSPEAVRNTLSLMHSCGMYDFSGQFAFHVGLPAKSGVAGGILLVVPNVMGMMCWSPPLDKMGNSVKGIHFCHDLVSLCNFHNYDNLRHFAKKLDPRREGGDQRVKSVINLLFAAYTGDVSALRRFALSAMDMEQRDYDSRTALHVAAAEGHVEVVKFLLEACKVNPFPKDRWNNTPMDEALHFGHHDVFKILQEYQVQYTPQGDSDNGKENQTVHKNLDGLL
#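 Glutamate formation by hKGA was monitored fluorometrically using coupled glutamate oxidase, HRP and Amplex Red. Substrate was added as 1 mM L-glutamine solution; incubation was 30 min at RT after an initial read.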
# JMJD2A Tudor: inhibitors of human JMJD2A Tudor domain; O75164; AlphaScreen JMJD2A-Tudor / H3K4me3 peptide binding; Potency, µM (doses to about 114 µM), without a hit: at the highest dose activity change, negative = inhibition, usual class: inhibitors; hit rate 4.4% among 390,000; also: potency is read from the fitted curve at half-maximal effect; % is scaled to controls: 0 for no effect and ±100 for the full control effect; nearly all actives have a fitted effect of over 50% in size
# PI4K2A block: inhibitors of human PI4K2A | AID 1346378 | Q9BTU6 | activity change, negative = inhibition, % at 76.9 µM | purified PI4K2A, ADP-Glo luminescence, 1 h; active compounds read low | hit rate 0.13% among 420,000; in the data active = activity change below about -50%; inconclusive = mostly about -30% to -49%;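 also: -100% = wells without enzyme as full effect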
#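 In this quantitative HTS, ADP production by PI4K2A was quantified luminescently after 1 h at ambient temperature; 100 microM adenosine served as plate-quality control.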
# Tb PGK inh: T. brucei PGK inhibition | AID 602233 | PGK/GAPDH coupled, Kinase-Glo luminescence, 60 min | P07378 | Potency, µM (doses to about 57.5 µM), without a hit: top-dose activity change, negative = inhibition, actives largely listed as inhibitors | hit rate 0.043% among 380,000; also: potency is read from the fitted curve at half-maximal effect; % is scaled to controls: 0 for no effect and ±100 for the full control effect; nearly all actives have a fitted effect of over 60% in size
#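 Luminescent ATP detection (Kinase-Glo Plus) follows a 60-minute room-temperature incubation, with wells lacking PGK as controls. Buffer: 100 mM TEA (pH 7.6), 5 mM MgCl2, 0.01% Tween-20. Coupling enzyme GAPDH (100 nM final) supplies unstable 1,3-BPG in-well.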
# Starred values were filed as active, the others as inactive; i = inactive; ? = inconclusive; nt = not tested or not shown; & = joins results of further samples; [ ] = dose if it differs, or a comment. Unless noted, calls follow the shape of the dose curve; as a rule, active = well fitted curve in the direction sought with a large enough effect; inconclusive = small, poorly fitted or top-dose-only effect, or another doubt; inactive = no such curve, though single readings can be large; an effect the other way counts as inactive or inconclusive.
SMILES,ERG Ets-DNA blk,BAZ2B inh,G9a inh,Pin1 inh,HP1b binding inh,GLS inhibitor,JMJD2A Tudor,PI4K2A block,Tb PGK inh
N/C(Cc1cccc2ccccc12)=N\OC(=O)COc1ccccc1,nt,82.5%[activator],26.6%[59 µM],14.6%,119.8%[activator],4.9%,58.6%[activator],0.8,4.4%
CC(=O)Nc1ccc(S(=O)(=O)c2c(N)n(CCN3CCOCC3)c3nc4ccccc4nc23)cc1,-2.9%,-2.9%,?,-1.3%,27.3%,4.6%,-3.3%,3.3,1.9%
O=C(CSc1ccc(-c2ccc(F)cc2)nn1)N1CCCCC1,11.1%,-2.7%,20.9%,-14.5%,15.9%,0.1%,-0.6%,?,-11.8%
CC(C)Cc1nc2sc3c(NCc4ccco4)ncnc3c2c2c1COC(C)(C)C2,-7.4%,-4.9%,5.6%[59 µM],7.3%,17.6%,-5.2%,-24.3%,-3.0,0.2%
COC(=O)c1ccc(Cl)c(NC(=O)CN2CCOCC2)c1,-0.9%,0.5%,21.3%[59 µM],-0.6%,28.1%,1.7%,-1.8%,-0.9,-13.0%
CCCc1nnc(SCC(=O)O)n1CC,-8.1%,-21.6%,-21.6%,1.3%,60.4%[activator],-9.3%,-4.4%[11.4 µM],7.8,-3.4%
COc1ccccc1C=NN=C(NN=Cc1ccccc1OC)NN=Cc1ccccc1OC,5.3%,nt,nt,-1.1%,79.4µM*,15.4%,?,-11.3,i
COC(=O)CCC(=O)OC1(C)C(=O)C=C2C=C(C3CC3)N(Cc3ccc(OC)cc3)C=C2C1=O (stereo not drawn),-9.6%,-27.5%,2.3%[59 µM],?,6.2%,-10.2%,?,-6.1,-3.9%
CSCC(=O)N1CCCC(CNC(=O)c2ccccc2Cl)C1 (stereo not drawn),14.1%,6.5%,-5.0%[0.501 µM],-9.8%,19.6%,2.6%,2.8%,-3.5,-4.0%
COC(=O)C1=C(CS(=O)(=O)c2ccc(OC)cc2)NC(=O)NC1c1ccccc1 (stereo not drawn),1.0%,-2.2%,8.8%,2.1%,15.4%,-13.9%,-18.6%,2.7,-5.8%
O=C(Cc1cccs1)Nc1ccc(Cl)cc1,2.5%,8.7%,-2.0%[59 µM],4.4%,-2.4%,10.5%,-16.8%[11.4 µM],-2.8,-4.3%
CCOC(=O)c1cn(CC(=O)Nc2ccc(C)cc2)nn1,2.3%,0.5%,8.1%[59 µM],0.5%,8.9%,-4.9%,-18.7%,4.6,-8.1%
COC(=O)C1=CN(Cc2ccc(OC)c(OC)c2)C=C(C(=O)OC)C1c1ccccc1F,-2.3%,47.7%[activator],nt,6.2%,110.5%[activator],1.6%,45.2%[activator],0.2,-4.3%
O=C(CCC(=O)OCc1ccc([N+](=O)[O-])cc1)Nc1ccccc1Cl,5.4%,5.3%,10.0%,1.9%,23.9%,1.5%,-1.3%,3.4,-9.6%
CC(C)(C)C(=O)NC1CCN(S(C)(=O)=O)CC1,nt,8.2%,-8.6%[59 µM],-3.3%,28.0%,-7.4%,-2.9%,1.6,i
Cn1c(=O)cc(OCC(=O)N2CCN(c3ccc(F)cc3)CC2)c2ccccc21,-9.1%,-20.2%,-8.2%[59 µM],-4.8%,27.1%,24.4%,-10.4%,-3.8&-2.4,6.0%
CCOC(=O)C1=CN(Cc2cccc(F)c2)S(=O)(=O)N(C)C1c1cccc(OC)c1 (stereo not drawn),14.1%,nt,nt,?,91.1%[activator],-2.6%,0.7%,2.2,6.4%
CC[C@@H](C)[C@H](NC(=O)OCc1ccccc1)c1nnc([C@@H](NC(=O)OCc2ccccc2)[C@@H](C)CC)o1,13.9%,4.7%,36.1%[59 µM],-3.2%,59.6%[activator],-4.5%,-2.8%,-3.8,-2.2%
CCn1c(CNC(=O)C23CC4CC(CC(C4)C2)C3)nnc1SCC(=O)Nc1ccccc1,1.6%,-18.7%,-10.2%[59 µM],3.0%,23.8%,5.1%,-3.0%,-0.9,i
COc1ccc(CNC(=O)CSc2nc(-c3ccc(OC)cc3)cc(C(F)(F)F)n2)cc1,3.5%,2.7%,-31.1%[59 µM],-11.5%,23.3%,5.6%,-10.0%,3.4,i
CCOC(=O)C1=C(C)NC(=NC)SC1c1ccccc1 (stereo not drawn),-18.9%,-24.7%,2.5%,-2.4%,-18.4%,3.6%,?,16.4,i
CCN1CCCC1CNC(=O)C1CCN(Cc2nc(-c3cccc(Br)c3)oc2C)CC1 (stereo not drawn),-6.1%,-7.1%,-2.7%[59 µM],0.7%,8.9%,-4.2%,-22.9%,5.0,i
Cc1ccc(CN(C(=O)COc2ccc(Cl)cc2Cl)C2CCS(=O)(=O)C2)o1 (stereo not drawn),-4.2%,-14.6%,-27.1%[59 µM],6.2%,-8.1%,3.5%,?,0.2,nt
C(=N\N1CCN(C2c3ccccc3-c3ccccc32)CC1)/c1ccncc1,-3.7%,35.5µM*,?,-1.8%,?,0.2%,44.7µM*,2.2,-2.5%
O=C(CSc1ccc(Cl)cc1)Nc1cccc(NC(=O)c2ccco2)c1,nt,-2.2%,nt,22.6%,34.0%,-3.2%,-19.9%,-3.8,i

# Later entries.
SMILES,ERG Ets-DNA blk,BAZ2B inh,G9a inh,Pin1 inh,HP1b binding inh,GLS inhibitor,JMJD2A Tudor,PI4K2A block,Tb PGK inh
N#Cc1ccccc1S(=O)(=O)N1CCN(S(=O)(=O)c2ccc(Br)c(C(=O)O)c2)CC1,-6.2%,8.4%,-11.9%,-0.7%,8.4%,1.4%,-21.2%,-1.8,i
Cc1cccc(C(=O)Nc2ccc(-c3nc4ncccc4o3)cc2C)c1,-4.0%,-1.2%,-23.1%[59 µM],-0.8%,42.0%[activator],-4.6%,-20.7%,-0.2,-1.9%
CCN1CCN(Cc2c(O)ccc3c(=O)c(-c4ccc(OC)c(OC)c4)c(C)oc23)CC1,-5.1%,-35.9%,?,?,5.9%,18.1%,-6.9%,-0.3,-10.1%
CC12CCC(=O)N1C(C(=O)Nc1ccccc1N1CCCC1)CS2 (stereo not drawn),13.4%,nt,nt,-0.6%,17.7%,1.5%,-20.6%,2.3,10.9%
Cc1ccc(NC(=O)CSc2nncn2-c2ccccn2)cc1Cl,4.4%,7.2%,11.1%,59.2%[activator],24.7%,-2.6%,-24.0%,5.4,i
CC(C)c1cc(C(=O)N2CCCC(CCC(=O)NCc3ccccc3F)C2)n(C)n1 (stereo not drawn),-4.3%,-20.3%,1.2%,0.0%,42.9%[activator],-10.8%,0.3%,-0.6,4.4%
Cc1ccc(S(=O)(=O)N2CCC(C(=O)Nc3ncccc3O)CC2)cc1,8.4%,?,7.0%[59 µM],-2.5%,23.2%,26.4%,-17.9%,-3.7,-7.8%
CSc1ccc(/C=N/S(=O)(=O)c2ccccc2)cc1,1.9%,5.5%,20.4%,-3.9%,34.0%,-3.8%,12.0%,4.3,-0.2%
Cc1cc(C(=O)N2CCN(c3ccccn3)CC2)no1,-26.6%,6.3%,-2.0%[12.7 µM],-3.3%,26.5%,-2.7%,-1.9%,-4.6,-0.8%
CCOc1cccc(CN2CCN(CCc3ccccc3)C(CCO)C2)c1O (stereo not drawn),0.0%,-24.2%,nt,5.3%,15.4%,10.1%,-20.3%,-1.2,6.8%
CCN1CCN(c2ccc(S(=O)(=O)N3CCCCC3)cc2NC(=O)c2cccc(F)c2)CC1,-3.3%,-32.0%,?,0.9%,-12.4%,1.2%,-22.3%,-2.8,i
CCOC(=O)[C@@H]1CSCCS(=O)(=O)N1Cc1ccccc1Br,-6.7%,nt,nt,?,21.8%,0.4%,-18.0%,-0.4,-15.6%
CC(=O)Nc1ccc2c(c1)nc1n2CCOC1,2.8%,0.1%,17.2%,-0.1%,25.1%,2.8%,-21.2%,2.4,-5.1%
Cc1ccc(S(=O)(=O)N(C)c2ccccc2)cc1,-6.6%,14.0%,20.2%[59 µM],1.1%,59.1%,9.5%,30.3%,16.3,6.6%
CCc1c(C(=O)NNC(=O)Nc2ccc3c(c2)OCO3)csc1C,1.8%,-20.9%,?,-7.9%,15.8%,17.1%,-27.6%,-4.1,-2.4%
O=C(C1CC1)N1N=C(c2ccccc2)CC1(O)C(F)(F)F (stereo not drawn),5.7%,?,nt,-1.2%,25.6%,3.1%,-1.7%,3.1,-9.9%
CCOC(=O)N/N=C1\CC(C)CC(C)(C)C1 (stereo not drawn),-8.8%,4.0%,20.9%[59 µM],-0.9%,26.0%,-0.2%,-10.1%,-2.4,i
CC1(c2ccccc2)NC(=O)N(CC(=O)Nc2cccc(/C=C/c3ccccn3)c2)C1=O (stereo not drawn),10.9%,-9.6%,?,32.2%[activator],-9.8%,7.3%,-24.7%,0.6,-1.7%
N#C/C(=C\c1ccc(Cl)cc1Cl)c1nc(-c2cccc(Cl)c2)cs1,4.1%,0.7%,-28.0%[59 µM],6.1%,27.3%,-1.6%,-14.1%,-0.8,-5.6%
O=C(NCCc1ccc(Cl)cc1)c1ccc2c(c1)N(Cc1c(F)cccc1Cl)C(=O)CS2,3.4%,10.6%,-0.7%[59 µM],12.2%,30.9%,-3.6%,10.2%,1.4,-4.4%
O=C(CSc1nnc(CNC(=O)c2ccccc2)o1)NCc1ccccc1Cl,-1.6%,-4.2%,8.4%,-4.7%,47.7%[activator],0.3%,-8.1%,-2.5,3.9%
CC(NC(=O)c1cc(-c2cccs2)on1)c1ccccc1 (stereo not drawn),-9.8%,5.7%,-40.8%[59 µM],-2.4%,29.9%,-0.6%,-7.1%,-3.1,3.2%

# From PubChem BioAssay

# This is a random part of the collection; any-hit rate near 11%.
